Compound activity: PubChem, National Center for Advancing Translational Sciences (NCATS)
FBPA coupling cs – coupling enzyme interference in Giardia aldolase counter-screen. activity change, negative = inhibition, % at 58.2 µM, hits read low. coupling enzyme system counterscreen, AmpLite Red fluorescence. 290,000 tested, 0.67% active; in the data active = activity change below about -30%; note: % is set by controls: 0 for no effect and ±100 for the full control effect
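Final compound at 57.5 uM, incubated 10 min at RT with coupling enzyme reagent (glyceraldehyde-3-phosphate), then 20 min with substrate and AmpLite Red detection. Fluorescence read at 525/598 nm; tests interference with the coupling assay, not aldolase inhibition.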
Menin MLL FP TR – displaces Texas Red mutant MLL peptide from human menin; O00255; Menin + Texas Red MLL mutant peptide, fluorescence polarization; Potency, µM (highest dose often 61.6 µM), without a hit: at the top dose FP activity change, negative = inhibition, hits mostly inhibitors; 270,000 tested, 0.23% active; active = well fitted inhibition curve with a large enough effect in the polarisation, with a control signal flat, not every such curve was filed as active; inconclusive = small, poorly fitted or top-dose-only effect, or effect the other way, or a change in a side signal; inactive = no such curve, though single readings can be large or run the other way; the % refers to the polarisation; note: potency is the fitted concentration of half-maximal effect; % of control where 0% means no effect; many of its hits are not listed in these tables
Target sequence (O00255 whole entry, looked up): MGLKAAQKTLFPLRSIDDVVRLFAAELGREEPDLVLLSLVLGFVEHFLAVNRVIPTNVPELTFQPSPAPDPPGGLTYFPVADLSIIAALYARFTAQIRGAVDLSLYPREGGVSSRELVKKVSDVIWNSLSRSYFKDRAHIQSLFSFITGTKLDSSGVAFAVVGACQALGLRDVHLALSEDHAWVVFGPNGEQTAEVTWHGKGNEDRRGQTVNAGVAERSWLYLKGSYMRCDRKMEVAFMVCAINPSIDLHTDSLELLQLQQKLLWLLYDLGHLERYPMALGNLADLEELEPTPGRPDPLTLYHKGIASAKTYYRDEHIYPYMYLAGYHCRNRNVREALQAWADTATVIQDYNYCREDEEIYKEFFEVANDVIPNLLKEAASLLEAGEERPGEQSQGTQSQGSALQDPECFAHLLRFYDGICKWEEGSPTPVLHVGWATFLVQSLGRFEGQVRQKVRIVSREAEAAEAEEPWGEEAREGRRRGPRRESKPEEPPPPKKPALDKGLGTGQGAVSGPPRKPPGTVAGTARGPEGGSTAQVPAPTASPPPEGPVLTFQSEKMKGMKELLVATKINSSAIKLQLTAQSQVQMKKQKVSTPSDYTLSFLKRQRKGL
GALK inh – inhibitors of human galactokinase; 270,000 tested, 0.007% active; Potency, µM (titrated, usually from 57.5 µM), for the others: top-dose activity change, negative = inhibition, actives largely listed as inhibitors; Purified GALK, Kinase-Glo residual ATP luminescence; P51570; note: potency is the fitted concentration of half-maximal effect; % is set by controls: 0 for no effect and ±100 for the full control effect
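Luminescence from leftover ATP (Ultra-Glo luciferase/luciferin) served as read-out after a 1 h room-temperature reaction of 5 nM GALK with 35 uM ATP and 100 uM galactose.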
USP2a block – USP2a (human) protease inhibition | O75604 | USP2 core, Ub-CHOP2 coupled fluorogenic reporter, 485/531 | Potency, µM (doses to about 38.3 µM), inactives show top-dose activity change, negative = inhibition, usual class: inhibitors | 330,000 tested, 0.01% active;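 note: potency is the fitted concentration of half-maximal effect; plate controls were DMSO wells for no effect and full inhibition by NEM control for full effect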
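USP2 core (10nM final) preincubated 30min RT with compound in 20mM Tris-HCl pH 8.0, 2mM CaCl2, 2mM beta-mercaptoethanol, 0.05% CHAPS; 25nM Ub-CHOP2 plus 25nM reporter substrate added, fluorescence (Ex485/Em531) read after 60min.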
PKM2 act – activators of human pyruvate kinase M2. P14618. 260,000 tested, 0.34% active. purified PKM2, Kinase-Glo ATP luminescence, activation; response scale: 0% is enzyme alone, no compound. Potency, µM (titrated, usually from 57.5 µM), for inactives: at the highest dose activation, most hits filed as activators; note: potency is the fitted concentration of half-maximal effect; % is set by controls: 0 for no effect and ±100 for the full control effect; nearly all actives have a fitted effect of over 55% in size
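Purified hPK-M2 (>95% pure) converted ADP (0.1 mM final) to ATP with 0.5 mM PEP in 50 mM imidazole pH7.2, KCl, MgCl2, Tween 20, BSA; 1 h at room temperature. ATP detected by Kinase-Glo luminescence.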
KCNH2 3.1 block – blocks the human KCNH2 3.1 channel isoform. U2OS KCNH2 3.1, thallium flux FluxOr; hits give low values. activity change, % (tested at about 1.8 µM). 340,000 tested, 0.95% active;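 active = maximum activity change below -70%; inconclusive = maximum activity change from -70% to -50%; inactive = maximum activity change above -50%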;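 note: thallium influx rate constant from kinetic fluorescence after stimulation buffer; % is set by controls: 0 for no effect and ±100 for the full control effect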
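Normalized rate constant (relative to positive and negative DMSO controls) derived from a 2 min kinetic fluorescence read after stimulation; U2OS cells expressing the 3.1 isoform via virus at 1.77 x 10^8 /mL.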
B2AR arrestin – agonists driving beta-arrestin recruitment to human beta2-adrenergic receptor; P07550; beta-arrestin recruitment to beta2AR, cell-based reporter; Potency, µM (top dose mostly 46.1 µM), without a hit: at the highest dose activation, usual class: activators; 330,000 tested, 0.02% active;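 note: potency is the fitted concentration of half-maximal effect; 0% = DMSO controls and full agonism = EC100 isoproterenol or metaproterenol; nearly all actives have a fitted effect of over 65% in size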
Target sequence (P07550 whole entry, looked up): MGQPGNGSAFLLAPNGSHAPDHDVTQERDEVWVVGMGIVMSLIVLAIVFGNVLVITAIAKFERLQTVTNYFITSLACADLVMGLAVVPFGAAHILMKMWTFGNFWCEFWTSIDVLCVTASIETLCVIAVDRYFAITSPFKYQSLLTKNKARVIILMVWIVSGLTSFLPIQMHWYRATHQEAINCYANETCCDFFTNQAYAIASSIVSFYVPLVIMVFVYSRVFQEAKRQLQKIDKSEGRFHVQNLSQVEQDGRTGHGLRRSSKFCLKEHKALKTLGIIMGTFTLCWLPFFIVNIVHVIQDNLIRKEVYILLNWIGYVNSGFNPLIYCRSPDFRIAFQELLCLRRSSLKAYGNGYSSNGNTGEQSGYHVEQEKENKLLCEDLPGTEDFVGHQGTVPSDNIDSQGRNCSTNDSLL
hERG WT inh – KCNH2 (human, wildtype) channel inhibition; Q12809; U2OS, BacMam KCNH2, thallium flux FluxOr; hits give low values; activity change, % at 1.84 µM; 340,000 tested, 0.37% active;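 active = maximum activity change below -70%; inconclusive = maximum activity change between -70% and -50%; inactive = maximum activity change above -50%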; note: % is set by controls: 0 for no effect and ±100 for the full control effect
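U2OS cells transduced with wild-type KCNH2 virus are loaded with FluxOr dye for 45 min, and thallium flux is measured in kinetic reads before and after stimulation buffer. Rate constants are normalized to DMSO controls.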
MLL CXXC-DNA inh – inhibitors of human MLL CXXC domain-DNA interaction; Q03164; MLL-CXXC / FITC-HOXA9 DNA fluorescence polarization; Potency, µM (series often up to 115 µM), without a hit: top-dose activity change, negative = inhibition, usual class: inhibitors; 290,000 tested, 0.037% active; AID 2662; active = well fitted inhibition curve with a large enough effect in the polarisation, with a control signal flat, not every such curve was filed as active; inconclusive = small, poorly fitted or top-dose-only effect, or effect the other way, or a change in a side signal; inactive = no such curve, though single readings can be large or run the other way; the % refers to the polarisation; note: potency is the fitted concentration of half-maximal effect
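Steps: dispense CXXC domain solution (7 uM) → pin compounds or unlabeled HOX-A9 DNA control → 5 min ambient → add FLSN-HOX-A9 solution (50 nM) → spin → 30 min ambient → fluorescence polarization. Tris pH 7.5/NaCl/DTT/BSA buffer.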
TRPV1 ag – activates the human vanilloid receptor TRPV1 | Q8NER1 | TRPV1-expressing cells, Fluo-8 calcium influx, agonist mode | activation, % at 8.33 µM | 320,000 tested, 0.19% active | AID 540275; in the data active = activation above about 80%; inconclusive = between about 30% and that limit; note: 0% is about no effect
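Fluo-8 calcium influx in TRPV1-expressing cells, kinetic read (ex 480/em 520 nm). Compound added and read 3 min for agonist activity, followed by capsaicin at EC20 final and 2 min further read for enhancement.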
Giardia kill – kills Giardia lamblia. Giardia lamblia trophozoite viability. activity change, % at 7.66 µM, hits read low. 340,000 tested, 0.15% active; in the data active = activity change below about -80%; inconclusive = between about -30% and that limit;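 note: parasites exposed to compound for two days anaerobically before the ATP read; % is set by controls: 0 for no effect and ±100 for the full control effect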
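Compounds were tested on trophozoites seeded at 100 cells/well and held 48 hrs at 37 deg C anaerobically. An ATP-based luminescent kit measured the remaining live cells.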
* marks the source's active call; other numbers are inactive results; i = inactive; ? = inconclusive; . = no result given; & = joins results of further samples; [ ] = dose if it differs, or a comment. Unless noted, calls come from the whole dose curve; as a rule, active = well fitted curve in the direction sought with a large enough effect; inconclusive = small, poorly fitted or top-dose-only effect, or another doubt; inactive = no such curve, though single readings can be large; an effect the other way counts as inactive or inconclusive.

SMILES	FBPA coupling cs	Menin MLL FP TR	GALK inh	USP2a block	PKM2 act	KCNH2 3.1 block	B2AR arrestin	hERG WT inh	MLL CXXC-DNA inh	TRPV1 ag	Giardia kill
O=C(CN1CCN(c2ccccc2)CC1)N1CCc2ccccc21	0	-16%	2%	1%	.	1	-0.3%	-17	7%	3	-7
O=c1oc2ccc(C#CC3(O)CCCCC3)cc2cc1-n1cc(C2(O)CCCCC2)nn1	.	.	.	-1%	.	11	0.0%	3	.	3	-1
O=C(COC(=O)c1ccccc1NC(=O)c1ccco1)NCc1ccc2c(c1)OCO2	4	4%	1%	0%	-2%	-6	0.5%	0	-1%	?	-12
O=C1COc2ccc(-c3csc(NCC4CCCO4)n3)cc2N1 (stereo unspecified)	-4	-9%	0%	3%	7%	9	0.3%	14	10%	1	3
N#Cc1ncc(C(F)(F)F)cc1Sc1ccccc1N	1	.	1%	-1%	-4%	11	-0.2%	7	8%	14	-20
COC(=O)c1sccc1NC(=O)C1CC2CCC1C2 (stereo unspecified)	2	-29%	-1%	1%	-4%	0	-0.3%	-5	-1%	19	-2
CC1CCCN(C(=S)NC2CCCC2)C1 (stereo unspecified)	0	13%	5%	-2%	-4%	0	-0.2%	2	15%	12	4
O=C1CC(c2cc(F)ccc2F)c2cc3c(cc2N1)CCC3 (stereo unspecified)	1	?	7%	-1%	-1%	-8	-1.0%	-9	1%	?	20
CCn1c(C)nc2cc(C(=O)NNC(=S)Nc3ccc(Cl)cc3)ccc21	-1	.	1%	1%	-10%	12	0.3%	6	-5%	2	4
CCSc1cc(N2CCCC2)nc(-c2cccc(C)c2)n1	-10	10%	4%	1%	6%	-1	-1.0%	3	7%	10	12

Next part (2 carried over from the part before).
SMILES	FBPA coupling cs	Menin MLL FP TR	GALK inh	USP2a block	PKM2 act	KCNH2 3.1 block	B2AR arrestin	hERG WT inh	MLL CXXC-DNA inh	TRPV1 ag	Giardia kill
CCn1c(C)nc2cc(C(=O)NNC(=S)Nc3ccc(Cl)cc3)ccc21	-1	.	1%	1%	-10%	12	0.3%	6	-5%	2	4
CCSc1cc(N2CCCC2)nc(-c2cccc(C)c2)n1	-10	10%	4%	1%	6%	-1	-1.0%	3	7%	10	12
COc1cc(CC(=O)NNC(=O)c2cccs2)cc(OC)c1OC	.	.	.	1%	.	37	0.3%	0	.	.	18
CC(=O)Nc1ccc(NC(=O)Nc2ccccc2C)cc1	12	-12%	5%	1%	-15%	-1	-1.3%	1	-22%	0	-1
Cc1cc(=O)[nH]c(SCc2cc(=O)n3nc(C)sc3n2)n1	3	-12%	2%	1%	-8%	17	0.1%	-6	-12%	-3	-1
Cc1nc(-c2ccccc2)sc1C(=O)/C=C/c1ccccc1	0	17%	-3%	3%	-2%	0	-0.3%	-28	?	?	-8
CCC(C(=O)Nc1nccs1)c1ccccc1 (stereo unspecified)	6	3%	2%	-1%	-2%	-8	-0.3%	1	-7%	0	10
COc1ccccc1N1C(N)=NC(N)=NC1(C)C	2	2%	-1%	3%	6%	0	-0.3%	7&-2	-6%	-1	22
Cc1ccc(Cn2c(=N)c(C#N)cc3c(=O)n4cccc(C)c4nc32)cc1	2	2%	-2%	5%	-3%	.	-0.5%	.	2%	-2	.
Cn1cccc1CC(=O)NNC(=O)Nc1ccc(F)cc1	3	9%	0%	5%	-1%	-10	-0.4%	20	-1%	2	?
O=C(CNC(=O)c1ccc(Br)o1)NCCc1ccc(F)cc1	-4	-15%	-3%	0%	0%	14	0.4%	-2	?	3	-11
Nc1ccc(-n2nncc2-c2ccc(Cl)cc2)cc1	-1	3%	-1%	2%	-1%	16	-0.2%	-7	3%	0	-1
COc1ccc(S(=O)(=O)N2CCC(C(=O)Nc3c(F)cccc3F)CC2)cc1	-1	-5%	-1%	-1%	0%	-1	0.2%	5	10%	10	6
COc1ccccc1C(=O)N(Cc1ccco1)C1CCS(=O)(=O)C1 (stereo unspecified)	1	2%	-1%	1%	2%	-2	-0.1%	-6	2%	2	-7
CCC(C)(C)n1nnnc1C(c1ccccc1)N1CCN(Cc2ccccc2)CC1 (stereo unspecified)	0	-12%	-2%	0%	1%	0	0.1%	i	-8%	8	-10
CCC(=O)N(c1nnc(SCC(=O)Nc2ccc(N3CCOCC3)cc2)s1)C1CC1	.	.	.	1%	.	-3	-0.1%	2	.	-1	10
Cc1cccc(C(=O)N2CCN(C(=O)c3cccc(C)c3)C(C)C2)c1 (stereo unspecified)	4	-15%	-1%	-1%	-4%	10	-0.7%	25	-2%	2	10
COc1ccccc1CNC(=O)/C=C/c1cc2c(cc1Br)OCO2	0	-29%	-1%	-1%	-10%	-3	0.3%	5	2%	1	-5
Cc1ccc(N2CCN(/N=C/c3ccccc3)CC2)cc1	0	10%	0%	1%	1%	-2	0.1%	8	5%	4	-21
CC(=O)O/N=C/c1c(Cl)n(C)c2ccccc12	2	0%	7%	-1%	3%	-12	-0.3%	12	16%	0	-1
Cc1ccc(C)c(S(=O)(=O)Nc2ccc(C(=O)NCCc3ccccn3)cc2)c1	3	2%	-1%	2%	3%	-2	0.3%	-27	-8%	-1	8
CCn1nnc2cc(C(=O)NCC(c3ccccc3OC)N(C)C)ccc21 (stereo unspecified)	1	-2%	0%	2%	.	-18	-0.4%	-16	43%	5	27
COc1ccc(OC)c(S(=O)(=O)N2CCCC(N3CCN(c4ccccc4)CC3)C2)c1 (stereo unspecified)	1	-21%	9%	3%	2%	-23	-1.2%	20	1%	-1	-18
O=C(NCCO)c1ccc2c(c1)S(=O)(=O)c1ccccc1C2=O	0	2%	-2%	0%	4%	.	-0.4%	.	-4%	1	6
CC(C)(C)c1ccc(C(=O)NC(=S)NCc2cccnc2)cc1	1	9%	.	-2%	-24%	-1	4.5%	0	2%	?	-17
O=C(C1=C(O)C(=O)N(CC2CCCO2)C1c1ccccc1)c1ccco1 (stereo unspecified)	-5	11%	1%	1%	.	.	-0.6%	.	5%	0	-9
COc1cccc(CCNC(=O)CC2C(=O)NCCN2Cc2ccc(Cl)c(F)c2)c1 (stereo unspecified)	0	-2%	7%	-4%	-1%	1	0.0%	-8	10%	18	-6
COc1cccc(C(=O)/C=C/Nc2cccc(O)c2)c1	-1	?	4%	3%	-28%	12	-0.3%	-20	7%	24	9
COc1ccc(NC(=S)N2CCC(NC(=O)C3CCCCC3)CC2)cc1	1	11%	-2%	2%	-5%	8	0.4%	-1	14%	0	-19
OCCSc1nnc(Nc2ccccc2)s1	-3	-3%	0%	1%	-1%	-2	4.2%	-4	-3%	-3	-6
CSCC[C@H](NC(=O)OC(C)(C)C)C(=O)N1CCC(C(=O)N[C@H](C(=O)O)C(C)C)CC1	0	3%	1%	-1%	-10%	13	0.1%	0	6%	1	-10
Cc1cc(NC(=O)CCN2C(=O)C3C4C=CC(C4)C3C2=O)ccc1Br (stereo unspecified)	1	8%	9%	3%	0%	-1	0.0%	-6	-4%	?	-6
Cn1c2ccccc2c2cc(C(=O)N3CCOCC3)sc21	0	13%	-2%	0%	0%	-6	3.3%	1	17%	?	-13
CCCCc1nnc(NC(=O)CSc2nc(=O)cc(N)n2-c2ccccc2)s1	-1	-24%	1%	3%	-5%	16	-0.3%	35	8%	-1	10
O=C(CSc1nncn1-c1ccccc1)Nc1c(F)cccc1F	2	-23%	5%	3%	-4%	11	-0.1%	-4	9%	-3	10
Cc1nn(CC(=O)N(C)C2(C#N)CCCCC2)c(C)c1[N+](=O)[O-]	.	.	.	2%	.	-5	0.0%	-19	.	1	40[activator]
Cc1ccc2c(c1)C1(C(=O)N2)N2CCCC2C(C(=O)c2ccc3ccccc3c2)C12C(=O)Nc1ccccc12 (stereo unspecified)	-1	-11%	4%	-2%	7%	-34	0.1%	2	12%	5	-17
CNc1snc(C)c1C(=O)OC(C)C(=O)Nc1ccc(F)cc1 (stereo unspecified)	.	.	.	1%	.	44	-0.5%	-8	.	29	-25
O=CNC(n1cnc2c(N3CCOCC3)ncnc21)C(Cl)(Cl)Cl (stereo unspecified)	1	.	4%	-5%	-6%	4	-0.6%	-7	-2%	3	-5
Cc1cc(OCC(=O)c2ccc(C(F)(F)F)cc2)n2cnnc2n1	10	.	6%	0%	-4%	-2	-0.5%	-20	-25%	3	-1
CCOC(=O)CSc1nc(N)c(C#N)c(-c2ccc(OC)cc2)c1C#N	3	-7%	2%	1%	9%	-3	-0.3%	4	1%	4	-6
O=C(Nc1ccc(S(=O)(=O)Nc2nccs2)cc1)c1ccc(F)c(S(=O)(=O)N2CCOCC2)c1	6	?	1%	-1%	23%	12	-0.2%	-7	?	11	-3

A portion of the library, so the mix of outcomes need not match the whole.
